Screening results: PubChem, National Center for Advancing Translational Sciences (NCATS)
TCR activator: activates T cell receptor signaling; 330,000 tested, under 10 active; AID 504894; primary human leukocytes, anti-CD3, IL-2 HTRF, 48 h; Potency, µM (top dose mostly 9.22 µM), for inactives: at the top dose activation of IL-2 secretion, most hits filed as activators; also: % of control where 0% means no effect
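Human primary leukocytes + a-CD3 beads + cpd, 48 hr; IL-2 in supernatant by HTRF (ex 320nm / em 665nm). No co-stimulatory signal supplied.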
TSHR antag: blocks TSH signaling through the human TSH receptor | AID 504810 | P16473 | TSHR-expressing cells, TSH-stimulated cAMP HTRF, 2 h; stronger effect = lower value | activity change, negative = inhibition, % at 11.5 µM | 330,000 tested, 0.2% active;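 active = activity change below a set negative limit, meaning inhibition stronger than a set level, cut at about -70% in these data; inconclusive = activity change between two set negative limits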; also: % is scaled to controls: 0 for no effect and ±100 for the full control effect
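TSHR-expressing cells were treated with compounds, then stimulated with TSH at EC80 (4nM final) for 2 hours at 37 deg C. Cellular cAMP was measured by HTRF competition between lysate cAMP and cAMP-d2 for a cryptate-labelled anti-cAMP antibody.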
S-ASM inh: blocks human secretory acid sphingomyelinase. 340,000 tested, 0.006% active. AID 504937. Potency, µM (series often up to 57.5 µM), inactives show at the highest dose activity change, negative = inhibition, usual class: inhibitors. P17405. placental ASM, HMU-PC fluorogenic substrate, 60 min; also: potency is read from the fitted curve at half-maximal effect
Target sequence (P17405 47-631 limits assumed): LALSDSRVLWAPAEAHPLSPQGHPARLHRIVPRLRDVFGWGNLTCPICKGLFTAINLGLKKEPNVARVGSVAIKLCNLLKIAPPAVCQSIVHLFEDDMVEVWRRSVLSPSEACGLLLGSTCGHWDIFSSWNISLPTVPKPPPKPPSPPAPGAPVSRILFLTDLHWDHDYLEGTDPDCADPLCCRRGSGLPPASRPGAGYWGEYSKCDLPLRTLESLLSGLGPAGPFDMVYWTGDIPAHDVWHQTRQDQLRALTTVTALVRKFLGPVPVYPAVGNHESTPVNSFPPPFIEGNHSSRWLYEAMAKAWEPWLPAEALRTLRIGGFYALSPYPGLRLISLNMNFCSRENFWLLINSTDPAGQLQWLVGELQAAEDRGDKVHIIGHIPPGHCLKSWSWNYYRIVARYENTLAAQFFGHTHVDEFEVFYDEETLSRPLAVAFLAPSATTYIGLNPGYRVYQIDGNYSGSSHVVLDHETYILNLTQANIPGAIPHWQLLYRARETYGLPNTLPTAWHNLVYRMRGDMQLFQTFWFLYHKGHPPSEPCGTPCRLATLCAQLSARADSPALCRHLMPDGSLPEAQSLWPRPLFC
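Fluorescence read-out (Ex 386 nm, Em 447 nm) after stopping the reaction at pH 10. Enzyme: ASM from human placenta; substrate HMU-PC0, 9 uM final; 60 min, 37 °C. Compound preincubation 10 min, ambient temperature.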
TSG101-PTAP inh: blocks PTAP/TSG101 interaction to inhibit HIV-1 budding; Q99816; Fluorescence polarization, FITC-PTAP peptide / Tsg101 binding; Potency, µM (top dose mostly 115 µM), inactives show top-dose activity change, negative = inhibition, most hits filed as inhibitors; 340,000 tested, under 10 active; active = well fitted inhibition curve with a large enough effect in the main read-out, with a control signal flat, not every such curve was filed as active; inconclusive = small, poorly fitted or top-dose-only effect, or effect the other way, or a change in a side signal; inactive = no such curve, though single readings can be large or run the other way; also: potency is read from the fitted curve at half-maximal effect; % of control where 0% means no effect
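Fluorescence anisotropy tracks displacement of a FITC-tagged PTAP peptide (50 nM) from the Tsg101 binding domain (10 uM), following a 20 min room-temperature incubation at pH 7.5.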
MBNL1-CUG inh: MBNL1-poly(CUG) RNA binding inhibition; Potency, µM (highest dose often 57.5 µM), for inactives: at the top dose activity change, negative = inhibition, actives largely listed as inhibitors; 280,000 tested, 0.036% active; AID 2675; TR-FRET MBNL1-His/biotin-(CUG)12 binding, 665/545 ratio; active = well fitted inhibition curve with a large enough effect in the signal ratio, with a control signal flat, not every such curve was filed as active; inconclusive = small, poorly fitted or top-dose-only effect, or effect the other way, or a change in a side signal; inactive = no such curve, though single readings can be large or run the other way; the % refers to the signal ratio; also: potency is read from the fitted curve at half-maximal effect; % is scaled to controls: 0 for no effect and ±100 for the full control effect
Target sequence (Q9NR56 whole entry, looked up): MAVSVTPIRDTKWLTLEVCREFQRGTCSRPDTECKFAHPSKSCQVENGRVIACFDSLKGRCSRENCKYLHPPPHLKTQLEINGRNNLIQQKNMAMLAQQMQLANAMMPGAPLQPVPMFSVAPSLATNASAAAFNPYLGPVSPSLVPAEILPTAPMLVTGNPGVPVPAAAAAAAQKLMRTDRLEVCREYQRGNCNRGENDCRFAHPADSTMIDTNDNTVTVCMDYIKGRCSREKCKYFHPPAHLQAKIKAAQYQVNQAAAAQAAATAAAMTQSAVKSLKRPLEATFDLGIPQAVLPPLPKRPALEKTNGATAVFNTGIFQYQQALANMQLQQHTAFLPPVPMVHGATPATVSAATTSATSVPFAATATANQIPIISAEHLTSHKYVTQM
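His-tagged MBNL1 binding to biotinylated (CUG)12 RNA was measured by TR-FRET using terbium anti-His antibody (0.055 ng/ul final) and streptavidin-XL665 (5 nM final). Compounds were titrated 92 nM to 58 uM; 60 min at room temperature.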
A-T KAP1 phos: candidate therapy for ataxia-telangiectasia; […] A-T fibroblasts, KAP-1 phosphorylation AlphaLISA; neocarzinostatin DNA damage 30 min before lysis; Potency, µM (titrated, usually from 57.5 µM), for the others: at the top dose activation, hits mostly activators; 320,000 tested, 0.19% active; AID 485349; also: potency is read from the fitted curve at half-maximal effect; % of control where 0% means no effect; nearly all actives have a fitted effect of over 45% in size
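hTERT-immortalized A-T patient fibroblasts ([…]), 500 cells/well in OPTI-MEM, 1% FBS, got compounds for 60 min, then NCS for 30 min at 37C. Lysates were then assayed for phospho-KAP-1 by AlphaLISA (anti-pKAP1 donor, anti-KAP1 acceptor beads), 6 hr at 25C.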
Integrin act MD: integrin-mediated muscular dystrophy alleviation activation; 350,000 tested, 0.064% active; AID 624291; Potency, µM (top dose mostly 38.3 µM), inactives show at the highest dose activation, actives largely listed as activators; alpha7betagal myoblasts, beta-gal FDG fluorescence, 48 h;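 also: potency is read from the fitted curve at half-maximal effect; 100% = response of the positive control SU9516; nearly all actives have a fitted effect of over 60% in size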
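alpha7betagal+/- myoblasts (passage 13, 250/well) treated 48 h at 37C with compounds at 1:260 dilution of DMSO stock. Lysed, then beta-galactosidase activity read as FDG fluorescence (ex 480/em 540) after 30 min, with pre-read for autofluorescence.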
Mito fusion act: mitochondrial division inhibition or fusion activation; 320,000 tested, 0.23% active; AID 485298; Potency, µM (titrated, usually from 46.1 µM), for inactives: at the top dose growth rescue (activation), actives largely listed as activators; S. cerevisiae fusion-defective mutant growth rescue, CellTiterGlo 48 h;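 also: potency is read from the fitted curve at half-maximal effect; % of control where 0% means no effect; nearly all actives have a fitted effect of over 45% in size; temperature-sensitive fusion mutants such as fzo1-1 at 37 °C on non-fermentable ethanol glycerol medium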
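S. cerevisiae fusion-defective temperature-sensitive mutants (e.g. fzo1-1, mgm1-5) grown 48 h at 37C in YPEG (ethanol/glycerol non-fermentable) medium with 23 nl compound per well; growth rescue read as CellTiterGlo luminescence.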
Menin-MLL TR inh: menin-MLL binding inhibition, Texas Red mutant peptide | Potency, µM (top dose mostly 61.6 µM), for inactives: at the top dose FP activity change, negative = inhibition, usual class: inhibitors | O00255 | 270,000 tested, 0.23% active | Menin + Texas Red MLL mutant peptide, fluorescence polarization; active = well fitted inhibition curve with a large enough effect in the polarisation, with a control signal flat, not every such curve was filed as active; inconclusive = small, poorly fitted or top-dose-only effect, or effect the other way, or a change in a side signal; inactive = no such curve, though single readings can be large or run the other way; the % refers to the polarisation; also: potency is read from the fitted curve at half-maximal effect; % of control where 0% means no effect; many of its hits are not listed in these tables
CXXC DNA block: MLL CXXC-DNA interaction inhibition; Q03164; MLL-CXXC / FITC-HOXA9 DNA fluorescence polarization; Potency, µM (series often up to 115 µM), for the others: at the top dose activity change, negative = inhibition, most hits filed as inhibitors; 290,000 tested, 0.037% active; AID 2662; active = well fitted inhibition curve with a large enough effect in the polarisation, with a control signal flat, not every such curve was filed as active; inconclusive = small, poorly fitted or top-dose-only effect, or effect the other way, or a change in a side signal; inactive = no such curve, though single readings can be large or run the other way; the % refers to the polarisation; also: potency is read from the fitted curve at half-maximal effect
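Steps: dispense CXXC domain solution (7 uM) → pin compounds or unlabeled HOX-A9 DNA control → 5 min ambient → add FLSN-HOX-A9 solution (50 nM) → spin → 30 min ambient → fluorescence polarization. Tris pH 7.5/NaCl/DTT/BSA buffer.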
Numbers without * were called inactive; i = inactive; ? = inconclusive; nt = not tested or not shown; [ ] = another dose, or the depositor's remark. Unless noted, calls follow the shape of the dose curve; as a rule, active = well fitted curve in the direction sought with a large enough effect; inconclusive = small, poorly fitted or top-dose-only effect, or another doubt; inactive = no such curve, though single readings can be large; an effect the other way counts as inactive or inconclusive. These rows are one share of the data. The share of hits here may be higher or lower than overall.

SMILES	TCR activator	TSHR antag	S-ASM inh	TSG101-PTAP inh	MBNL1-CUG inh	A-T KAP1 phos	Integrin act MD	Mito fusion act	Menin-MLL TR inh	CXXC DNA block
CC(Cc1cccs1)NCc1ccc(Cl)cc1 (centres undefined)	3.4%	1.1	2.6%	-2.3%	-2.3%	1.7%	14.7%	-5.3%	-13.9%	5.9%
NC(=O)c1cn(C2CCCCC2)c2ccccc2c1=O	-9.9%	2.5	1.1%	0.5%	-20.0%	-13.6%	9.8%	14.8%	?	0.6%
CCn1c(C)[n+](CC(O)COCC2CC=CCC2)c2ccccc21 (centres undefined)	nt	-0.6	-1.0%	-5.6%	-11.8%	nt	-44.9%[inhibitor]	-0.7%	-1.4%	-18.7%
Cn1c(O)c(C=NCCCCCCCCCCC(=O)O)c(=O)n(C)c1=O	-5.1%	5.1	3.0%	-3.1%	-1.7%	-3.8%	27.8%	-2.6%	nt	-8.2%
CCOC(=O)C1(CCOc2ccccc2)CCN(C2Cc3ccccc3C2)CC1	-3.8%	-3.0	5.7%	0.4%	-2.8%	1.8%	-50.7%[inhibitor]	-1.3%	0.6%	1.1%
COC(=O)c1ccc(C(=O)OC)c(NC(=O)Oc2ccccc2)c1	-4.2%[46.1 µM]	-2.5	i	-3.7%	16.1%	?	14.6%	0.1%	-21.1%	1.4%
CC(N)Cc1c[nH]c2ccc(O)cc12 (centres undefined)	3.4%	-23.1	7.1%	-1.4%	nt	nt	nt	18.3%	-1.6%	-14.7%
CCN1CCN(c2ccc(N)cc2)CC1	7.8%	-8.2	-2.2%	0.6%	-18.1%	-6.3%	-5.3%	13.3%	-1.4%	1.3%
CC(=NCC1CCCO1)c1c(O)n(Cc2ccccc2)c(=O)[nH]c1=O (centres undefined)	3.2%	-2.2	4.1%	-4.7%	-12.3%	-2.4%	-12.6%	0.1%	-8.9%	-6.6%
COc1cccc(C(=O)N2CCC3(CC2)OCCO3)c1	7.7%	-3.8	2.1%	0.9%	-7.4%	9.3%	2.6%	-3.6%	nt	-3.4%
O=C(c1ccccc1)C(CN1CCCC1)c1ccccc1 (centres undefined)	-6.0%[46.1 µM]	7.8	-0.1%	-4.4%	-5.2%	25.1µM*	-52.4%[inhibitor]	-12.9%	0.9%	3.5%
Cc1n[nH]c(C)c1CCN	-4.9%	-4.5	-2.6%	-0.6%	-17.1%	1.9%	-4.8%	2.3%	0.4%	7.4%
CC(C)CCNC(=O)CN1C(=O)CN=C(c2ccccc2)c2ccccc21	8.0%	6.6	0.0%	-2.3%	9.8%	13.6%	8.9%	-0.3%	nt	-1.4%
CCCCCn1c(=O)c(C(=O)Nc2ccccn2)c(O)c2ccccc21	1.9%	1.9	-3.1%	-1.7%	-1.6%	0.5%	7.0%	-2.0%	19.1%	-5.0%
CN(C)c1nc(N(C)C)nc(N(C#N)CCCl)n1	-0.4%	-37.5	1.3%	-0.3%	-4.8%	10.6%	12.5%	-1.4%	-23.7%	1.7%
COC(=O)CCCC(NC(=S)N1CC2C[C@@H](C1)Cn1c2cccc1=O)C(=O)OC (some centres undefined)	5.3%	-0.1	0.0%	-0.6%	-4.6%	-9.9%	18.3%	-3.9%	15.8%	-0.9%
Fc1ccc(C2NCCc3[nH]cnc32)cc1 (centres undefined)	0.7%[46.1 µM]	20.2	2.9%	-3.5%	-10.2%	2.4%	2.5%	-0.2%	-17.6%	-4.1%
O=C1NC(=O)N(Cc2ccccc2)C(=O)/C1=C\c1ccco1	-0.9%	3.4	-4.2%	-5.2%	12.9%	-2.0%	-19.5%	0.1%	?	-19.5%
Cc1ccc(-c2nc3ccc(Cl)cc3n2OC(=O)N(C)C)cc1	0.0%	-8.5	1.1%	-10.0%	2.8%	4.2%	-18.3%	-2.1%	-6.9%	-2.7%
CCOc1cc(CNCCc2c[nH]c3ccccc23)cc(Cl)c1OC	-9.0%	14.1	-0.7%	-0.1%	-15.5%	-1.7%	-69.6%[inhibitor]	-7.8%	-13.8%	-5.1%
CCCC(=O)C1C(=O)NC(=O)NC1=O	6.0%	20.6	0.7%	-0.9%	-4.6%	2.9%	3.4%	-0.1%	0.8%	1.0%
N#Cc1ccccc1Cn1cc(C(=O)c2ccco2)c2ccccc21	-9.3%	-3.8	-6.7%	-7.6%	7.3%	7.7%	-5.1%	0.1%	22.2%	10.9%
c1ccc2sc(C3CCCNC3)nc2c1 (centres undefined)	3.3%	8.7	2.0%	-12.1%	-0.6%	-4.2%	-14.7%	-6.2%	21.0%	-5.8%
CCOP(=O)(OCC)C(NC(C)=O)C(Cl)(Cl)Cl (centres undefined)	-5.8%	13.6	3.1%	-4.5%	7.4%	-2.1%	-2.9%	3.6%	-7.1%	-0.8%
CNC(=O)Oc1ccccc1C1CCCCC1	0.0%	nt	6.4%	-15.5%	nt	nt	12.6%	nt	nt	nt
Clc1cccc(Cl)c1CN1CCN(c2ccccc2)CC1	-1.1%	-9.3	1.0%	-5.3%	-12.9%	nt	30.3%	18.8%	0.7%	-4.6%
Cc1ccc(N(C)C(=O)Oc2cccc3cccnc23)cc1	1.5%	1.7	1.7%	0.8%	1.3%	3.9%	-6.2%	2.1%	-11.8%	-1.2%
CCCCCCC[n+]1ccc(-c2cc[n+](CCCCCCC)cc2)cc1	-1.2%[46.1 µM]	-3.6	-0.9%	-1.4%	?	-5.4%	-20.0%	-7.4%	-19.9%	-6.7%
C=C1C/C(=C/C)C(=O)O[C@@H]2CCN3CC=C(COC(=O)[C@]1(C)O)[C@H]23	-0.8%	6.1	4.6%	-3.3%	-2.6%	2.8%	28.9%	-1.6%	nt	-17.7%
COC1=C(OC)[C@]23CCc4ccc(OC)c(OC)c4[C@]2(CCN3C)CC1=O	3.0%	45.7	-1.7%	-7.9%	nt	-0.6%	21.2%	nt	nt	nt
NC(=O)c1cc([N+](=O)[O-])cc([N+](=O)[O-])c1	-3.3%	nt	3.0%	1.8%	nt	nt	nt	nt	-4.1%	9.1%
C[C@]12CC[C@H](O)CC1=CC(=O)C1C2CC[C@]2(C)C(=O)[C@H](O)CC12 (some centres undefined)	-1.4%	-9.9	2.8%	-4.3%	nt	-5.7%	4.0%	nt	nt	nt
O=c1[nH]c(=O)n(-c2ccccc2Cl)c(O)c1C=NCCN1CCCCC1	3.4%	8.5	1.6%	-5.2%	-0.8%	4.0%	9.0%	4.2%	-1.7%	-0.4%
CCOP(=O)(OCC)c1nc(-c2ccc(Br)cc2)oc1N1CCCCC1	9.6%	-18.7	11.4%	-2.6%	15.5%	0.0%	14.3%	-9.3%	?	39.9%[activator]
CC1([N+](=O)[O-])COP(=O)(Nc2cccc(Cl)c2)OC1 (centres undefined)	-3.0%	nt	-2.8%	-3.1%	nt	nt	23.0%	nt	nt	nt
CC1([N+](=O)[O-])COP(=O)(Nc2ccc(Cl)cc2)OC1 (centres undefined)	-2.6%	nt	-0.3%	1.2%	nt	nt	15.1%	nt	nt	nt
O=P(Nc1cccnc1)(Oc1ccccc1Cl)Oc1ccccc1Cl	-2.5%[46.1 µM]	3.6	6.7%	-5.2%	-19.3%	-7.6%	3.1%	?	23.8%	18.7%
O=c1c2ccccc2nc(-c2ccccc2)n1-c1ccccc1O	3.4%	25.5	0.9%	0.6%	-9.9%	5.3%	26.7%	-2.7%	7.4%	-1.2%
CSc1nc2ccccc2c(=O)n1-c1cccnc1	7.4%	-8.2	-1.6%	-18.4%	-3.7%	-1.8%	1.7%	-1.2%	nt	-2.2%
CN1C(=O)CC(c2ccccc2)Nc2ccccc21 (centres undefined)	5.7%	11.2	2.6%	-0.7%	?	0.0%	5.9%	-0.2%	nt	-1.1%
C=CCn1c(O)c(C(CC)=NCCc2c[nH]c3ccccc23)c(=O)[nH]c1=O	1.6%	-3.6	-10.2%	-3.2%	nt	6.4%	0.8%	6.7%	nt	-13.8%
CC1CCCC(NC(=O)COC(=O)Cc2ccccc2)C1C (centres undefined)	-2.6%	-14.0	2.1%	-0.5%	1.1%	nt	7.4%	-1.5%	5.6%	-7.2%
OC(c1ccc(F)cc1)C(c1ccccc1)N1CCOCC1 (centres undefined)	3.5%	nt	2.0%	-1.1%	1.9%	nt	20.5%	4.9%	0.0%	0.9%
O=c1[nH]c(=S)[nH]c(O)c1N=Nc1ccc2c(c1)OCCO2	-5.5%	1.3	-13.0%	5.4%	nt	-8.2%	-27.8%	-1.0%	nt	60.1%[activator]
